# High-throughput results: PubChem BioAssay, National Center for Advancing Translational Sciences (NCATS)
# Cycloheximide cs: Cycloheximide Counterscreen for Small Molecule Inhibitors of Shiga Toxin; cell reporter, cycloheximide protein synthesis inhibition counterscreen; max response, %; AID 2314, 2010; 300,000 tested, 12% active; in the data active = max response mostly above about 13%, no sharp cut-off; inactive = mostly below about 14%; also: read at 38.3 µM for the half of the compounds with a filed dose; 0% is about no effect
# LmPK inh: qHTS Assay for Inhibitors of Leishmania Mexicana Pyruvate Kinase (LmPK); Q27686; purified LmPK, Kinase-Glo ATP luminescence, 1 h; Potency, µM (series often up to 57.5 µM), without a hit: at the highest dose activity change, negative = inhibition, hits mostly inhibitors; 290,000 tested, 0.37% active; also: potency is read from the fitted curve at half-maximal effect; % is scaled to controls: 0 for no effect and ±100 for the full control effect
# Target sequence (Q27686 whole entry, looked up): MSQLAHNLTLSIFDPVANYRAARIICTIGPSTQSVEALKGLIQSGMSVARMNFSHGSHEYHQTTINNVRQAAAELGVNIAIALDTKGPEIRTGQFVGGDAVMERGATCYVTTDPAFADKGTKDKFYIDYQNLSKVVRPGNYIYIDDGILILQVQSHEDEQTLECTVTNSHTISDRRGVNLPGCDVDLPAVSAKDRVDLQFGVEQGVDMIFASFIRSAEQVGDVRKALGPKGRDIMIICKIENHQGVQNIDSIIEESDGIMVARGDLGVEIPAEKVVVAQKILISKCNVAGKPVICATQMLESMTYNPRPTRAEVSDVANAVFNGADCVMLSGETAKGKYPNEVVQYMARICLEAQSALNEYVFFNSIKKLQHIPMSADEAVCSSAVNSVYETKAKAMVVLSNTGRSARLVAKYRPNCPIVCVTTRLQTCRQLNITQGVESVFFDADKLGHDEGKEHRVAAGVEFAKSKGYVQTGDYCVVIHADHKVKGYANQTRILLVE
#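 Screened at intermediate enzyme activity to detect both inhibitors and activators: LmPK at 0.1 nM, with a 0.5 nM enzyme column as activation reference. PEP 0.5 mM, ADP 0.1 mM; ATP detected by luminescence after 1 h.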
# Shiga toxin inh: A qHTS for Small Molecule Inhibitors of Shiga Toxin | Vero cells, Shiga toxin protein synthesis inhibition reporter | inhibition, % at 38.7 µM | 290,000 tested, 9.2% active | AID 2315, 2010; in the data active = inhibition mostly above about 28%, no sharp cut-off; inactive = mostly below about 43%; also: 0% is about no effect
# AMA1-RON2 inh: qHTS for Inhibitors of AMA1-RON; Towards Development of Antimalarial Drug Lead: Primary Screen; Plasmodium falciparum AMA1 (3D7) - RON2 peptide interaction; AlphaScreen AMA1-biotinylated RON2 peptide binding; Potency, µM (titrated, usually from 58.2 µM), for inactives: top-dose activity change, negative = inhibition, hits mostly inhibitors; 360,000 tested, 0.2% active;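 also: potency is read from the fitted curve at half-maximal effect; 0% = vehicle wells and -100% = peptide control; nearly all actives have a fitted effect of over 45% in size; some results filed as inactive show a strong effect at the top dose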
#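 AMA1 (3D7) with his tag at 25 nM final met compounds first, then biotinylated RON2 peptide at 25 nM; detection used donor plus acceptor beads, 10 µg/mL apiece, read by AlphaScreen after 30 min at room temperature.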
# TbPYK inhibitor: qHTS of Trypanosoma Brucei Inhibitors; 410,000 tested, 0.12% active; TbPYK enzyme, Kinase-Glo Plus ATP luminescence, 45 min; Potency, µM (top dose mostly 76.8 µM), for inactives: at the highest dose activity, negative = inhibition, most hits filed as inhibitors; AID 624173, 2012; pyruvate kinase (Trypanosoma brucei), Q57TT1; also: potency is read from the fitted curve at half-maximal effect; % is scaled to controls: 0 for no effect and ±100 for the full control effect; nearly all actives have a fitted effect of over 50% in size
#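 Activity of T. brucei pyruvate kinase was followed by Kinase-Glo Plus luminescence after the enzyme reacted 45 min at room temperature with 130 uM ADP (final) and substrate. Test compounds were added before ADP at multiple concentrations.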
# Pf growth 96h: Primary qHTS for delayed death inhibitors of the malarial parasite plastid, 96 hour incubation; P. falciparum luciferase reporter growth, 96 h; Potency, µM (series often up to 28.7 µM), for the others: top-dose activity change, negative = inhibition, actives largely listed as inhibitors; 320,000 tested, 6.9% active; AID 504834, 2011; also: potency is read from the fitted curve at half-maximal effect; % is scaled to controls: 0 for no effect and ±100 for the full control effect
#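 Infected RBCs, 2% Hct / 0.05% parasitemia final; luciferase-reporter P. falciparum; cpd 96 h, 37 C, 5% CO2; luciferase detection reagent; luminescence.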
# Pf growth 48h: Primary qHTS for delayed death inhibitors of the malarial parasite plastid, 48 hour incubation | P. falciparum luciferase growth in erythrocytes, 48 h | Potency, µM (highest dose often 28.7 µM), for the others: at the top dose activity change, negative = inhibition, hits mostly inhibitors | 310,000 tested, 5.9% active | AID 504832, 2011; also: potency is read from the fitted curve at half-maximal effect; % is scaled to controls: 0 for no effect and ±100 for the full control effect
#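 Luciferase-expressing parasites in RBCs, 2% Hct / 0.1% parasitemia final; RPMI 1640 + 0.5% Albumax; 37 C, 5% CO2, one generation; luminescence read-out, lower signal = inhibition.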
# * = called active by the depositor; ? = inconclusive; . = no result given; [ ] = dose if it differs, or a comment. Unless noted, calls follow the shape of the dose curve; as a rule, active = well fitted curve in the direction sought with a large enough effect; inconclusive = small, poorly fitted or top-dose-only effect, or another doubt; inactive = no such curve, though single readings can be large; an effect the other way counts as inactive or inconclusive. Rows were taken by chance; overall some 21% were active at least once.
# Fields: AMA1-RON2 inh | Shiga toxin inh | Pf growth 96h | Pf growth 48h | Cycloheximide cs | LmPK inh | TbPYK inhibitor
CC(=O)Nc1ccc(S(=O)(=O)NCc2nnnn2-c2ccc(F)cc2)cc1
→ 13% | . | -20% | 7% | . | . | 0%
C=C(C)CNC(=S)N/N=C/C1=CCC2CC1C2(C)C (centres undefined)
→ 27% | 12 | ? | ? | -1 | -4% | -9%
CCc1ccc(-c2cc(C)no2)cc1S(=O)(=O)N1CCN(c2ccccc2OC)CC1
→ -9% | -3 | 16% | ? | -1 | 1% | -1%
Cc1cccc(OCC(=O)NCc2ccc(F)cc2)c1
→ 18% | . | -12% | -11% | -2 | -6% | -1%
CC1CCCN(C(=O)c2ccccc2OC2CCN(S(C)(=O)=O)CC2)C1 (centres undefined)
→ -12% | -4 | ? | 31%[activator] | -3 | 0% | 4%
Cc1sc2c(c1C)C(=O)NC(c1cccc(O)c1)N2 (centres undefined)
→ . | 35 | ? | 36%[activator] | 27* | 2% | .
O=C(CNC(=O)c1ccccc1Cl)Nc1ccncc1
→ 13% | . | 9% | 1% | . | . | -2%
COc1ccccc1CNC(=O)CNCC1CCCO1 (centres undefined)
→ 1% | -12 | -44% | -23% | -3 | 3% | -3%
O=C(CCc1nnc(C2CCCCC2)o1)NCc1ccc(F)c(F)c1
→ 4% | -7 | ? | -12% | -1 | 1% | 1%
O=C(CSC1=NCCS1)Nc1ccc(S(=O)(=O)N2CCCCCC2)cc1
→ 21% | 13 | ? | ? | -3 | 1% | -11%
CCOc1ccc(S(=O)(=O)N2CCCC(C(=O)NCc3ccco3)C2)cc1 (centres undefined)
→ -24% | 0 | 6% | -6% | -1 | -2% | 8%
N#CCCN(Cc1cccnc1)C(=O)c1sc2cc(F)ccc2c1Cl
→ 0% | -13 | -22% | -7% | -1 | 5% | -3%
COc1ccc(NC(=O)CN2CCN(S(=O)(=O)c3ccc(Cl)cc3)CC2)cc1
→ 17% | -3 | 30% | -16% | -2 | -2% | -2%
COc1ccc(CN(C(C)=O)c2ccccc2C(=O)O)cc1
→ -4% | -10 | 20% | 7% | 2 | -2% | -8%
O=C(c1ccc(Br)s1)N1CCN(S(=O)(=O)c2ccccc2)CC1
→ 5% | -2 | 22% | 13% | 8 | -7% | 2%
O=C(O)C1CCN(S(=O)(=O)c2cccs2)CC1
→ -11% | -8 | ? | 25% | -3 | -3% | 0%
CN(C(=O)c1ccc(NC(=O)Cc2cccc(NC(=O)C3CCCN(C(=O)CCc4ccccc4)C3)c2)cc1)C1CCCC1 (centres undefined)
→ -2% | . | ? | 0.12µM* | . | . | -4%
COc1ccc(OC)c(-c2cc(C(=O)N3CCN(c4ncccn4)CC3)c3ccccc3n2)c1
→ 0% | 12 | ? | ? | -3 | 3% | 1%
CC(=O)Nc1ccc(OCC(=O)NC(C)C(C)C)cc1 (centres undefined)
→ 5% | -9 | ? | . | -2 | 5% | 4%
COc1cc(C2c3c(oc4ccc(Cl)cc4c3=O)C(=O)N2Cc2ccco2)cc(OC)c1OC (centres undefined)
→ . | -6 | ? | 5% | 1 | 5% | .

# Two compounds from above, showing only Shiga toxin inh, Pf growth 48h and Pf growth 96h:
smiles | Shiga toxin inh | Pf growth 48h | Pf growth 96h
Cc1cccc(OCC(=O)NCc2ccc(F)cc2)c1 | . | -11% | -12%
CC1CCCN(C(=O)c2ccccc2OC2CCN(S(C)(=O)=O)CC2)C1 (centres undefined) | -4 | 31%[activator] | ?

# Taken from above:
# AMA1-RON2 inh, O=C(CNC(=O)c1ccccc1Cl)Nc1ccncc1 reads 13%
# Cycloheximide cs, COc1ccc(CN(C(C)=O)c2ccccc2C(=O)O)cc1 reads 2
# LmPK inh, CCc1ccc(-c2cc(C)no2)cc1S(=O)(=O)N1CCN(c2ccccc2OC)CC1 reads 1%
# AMA1-RON2 inh, O=C(CCc1nnc(C2CCCCC2)o1)NCc1ccc(F)c(F)c1 reads 4%
# Cycloheximide cs, N#CCCN(Cc1cccnc1)C(=O)c1sc2cc(F)ccc2c1Cl reads -1

# Further entries follow.
# Fields: AMA1-RON2 inh | Shiga toxin inh | Pf growth 96h | Pf growth 48h | Cycloheximide cs | LmPK inh | TbPYK inhibitor
CCc1ccc(N2CCN(C(=O)c3ccc4c(c3)OCO4)CC2)cc1
→ -24% | 10 | 3% | -10% | 2 | -1% | 3%
CCC(=O)Nc1ccccc1N1CCN(S(C)(=O)=O)CC1
→ 0% | -2 | 18% | 14% | -2 | 5% | -10%
Cc1nc2ccccn2c1C(=O)N/N=C/c1cc(C)n(-c2ccc(Br)cc2)c1C
→ 6% | 29 | ? | ? | 16* | -1% | 2%
CC(C)CC(c1nnnn1C(C)C)N1CCN(c2ccccc2)CC1 (centres undefined)
→ 10% | 4 | 0% | -4% | 2 | 0% | -9%
COc1cccc(NC(=O)C2CCC2)c1
→ -1% | . | 14% | -14% | . | . | 6%
O=C(C1CCN(S(=O)(=O)N2CCOCC2)CC1)N1CCN(Cc2ccccc2)CC1
→ -5% | -5 | ? | -2% | 0 | 0% | -6%
COc1ccc([N+](=O)[O-])c(OC)c1C(=O)NC(=O)Nc1nc(C)cc(C)n1
→ 1% | -10 | 48%[activator] | 34%[activator] | 1 | 4% | -3%
COc1ccc(Cc2nc3ccc(C(=O)NC4CCOC4)cc3o2)cc1 (centres undefined)
→ 0% | 20 | ? | -5% | 9 | -1% | 4%
C=CCc1c(C)nc(SCc2nc3ccccc3c(=O)[nH]2)[nH]c1=O
→ -1% | 15 | -20% | 14% | 5 | -9% | -8%
CCO[C@@H]1OC(C(=O)NC2CC2)=C[C@H](c2ccccc2)[C@H]1CCCO
→ -11% | 12 | 3% | 5% | 11 | 1% | -5%
Cc1nc(N)ncc1-c1ccc2c(c1)OCO2
→ 2% | 23 | 36%[activator] | . | 13 | -3% | -2%
COc1ccc(NC(=O)c2cccc(NC(=O)c3ccco3)c2)c(OC)c1
→ -2% | 8 | ? | -24% | -3 | -2% | 4%
O=C(O)c1ccc(Cl)c(S(=O)(=O)N(Cc2ccccc2)c2ccccc2)c1
→ 20% | -5 | 0% | 22% | -3 | 1% | -2%
COc1ccc2c(c1)C1C=CCC1C(c1cc3c(cc1Br)OCO3)N2 (centres undefined)
→ ? | -11 | ? | ? | -3 | 1% | -17%
Cc1[nH]ccc(=O)c1OCc1c(Cl)cccc1Cl
→ 6% | 32 | 2% | -2% | -1 | -3% | -3%
Cc1ccsc1CNc1ncnc2ccc(-c3c(C)noc3C)cc12
→ . | 57* | . | . | 28 | . | -4%
O=C(NCc1ccc2c(c1)OCO2)c1nc(S(=O)(=O)Cc2ccccc2)ncc1Cl
→ 1% | 32 | -7% | -2% | 27* | -2% | 5%
Cc1ccnc(NC(=O)C2CCCN(S(=O)(=O)c3ccc4[nH]c(=O)ccc4c3)C2)c1 (centres undefined)
→ -1% | 12 | ? | -1% | 11 | 0% | 2%
CS(=O)(=O)Nc1ccc(C2=NN(S(C)(=O)=O)C(c3ccccc3)C2)cc1 (centres undefined)
→ -21% | 42* | 135%[activator] | 25% | 20 | 7% | -5%
O=C(COc1ccccc1)NCCc1cn2ccsc2n1
→ 14% | -7 | 33% | . | -5 | 3% | -3%

# Fields: AMA1-RON2 inh | Shiga toxin inh | Pf growth 96h | Pf growth 48h | Cycloheximide cs | LmPK inh | TbPYK inhibitor
COC(=O)c1cn(Cc2ccccn2)c(=O)c2ccccc12
→ -11% | -12 | -20% | ? | 5 | 13% | -3%
CN1CCN(C(=O)c2ccc(C3SCC(=O)N3Cc3ccco3)cc2)CC1 (centres undefined)
→ -16% | -14 | 5% | -6% | -5 | 0% | -4%
COc1cc(C(=S)N2CCN(C)CC2)ccc1OCC(=O)NCc1ccccc1
→ 9% | 16 | -10%[5.75 µM] | 2%[5.75 µM] | -3 | 3% | -2%
CCN1C(=O)N/C(=C/c2ccc(Sc3ccc(C)cc3)o2)C1=O
→ 0% | -6 | 7% | ? | 3 | 4% | -4%
Cc1ccnc(NC(=O)CSc2nnc3c(n2)[nH]c2ccccc23)c1
→ . | 47* | -4% | 8% | 33* | -4% | .
COCc1cc(C)nc(OCC(=O)N/N=C/c2cccc(OC)c2)c1C#N
→ -9% | 16 | 39%[activator] | 26% | -1 | -1% | 2%
Cn1c(=O)c2c(nc(N3CCCCCC3)n2CC(O)COc2ccccc2)n(C)c1=O (centres undefined)
→ 1% | -3 | -3% | ? | -1 | 2% | -29%
CC(=O)Nc1ccccc1-c1nc2ccccc2nc1OCC(=O)c1ccc(Cl)cc1
→ -9% | -12 | ? | -7% | -6 | 4% | -1%
COc1cccc(CNC(=O)c2cc(S(=O)(=O)N3CCCC3)cn2C)c1
→ 0% | -6 | 12µM* | 13µM* | -1 | -3% | 5%
O=C(c1ccc(Br)cc1)N1CCN(Cc2ccccc2)CC1
→ -5% | . | 19% | 16% | -2 | 10% | -7%
COCCN(CC(=O)NC1CCCCC1)C(=O)CCCC(=O)Nc1ccccn1
→ 5% | 22 | ? | -1% | -3 | 0% | -5%
CC(NC(=O)C(=O)N1CCOCC1)C(c1cccs1)N1CCN(c2ccccc2)CC1 (centres undefined)
→ 8% | -10 | ? | 15% | -3 | -2% | -6%
O=C(Nc1ccc2c(c1)OCO2)Nc1ccc2c(c1)OCO2
→ -3% | 75* | 48%[activator] | 63%[activator] | 29* | -1% | -6%
CCOC(=O)N1CCN(Cc2cc(=O)oc3cc4c(cc23)CCC4)CC1
→ -13% | -25 | 4.7µM* | ? | -1 | 1% | -7%
Cc1ccc(-c2cc3nc(-c4ccccc4)cc(N)n3n2)cc1
→ 3% | 82* | -45% | ? | 38* | 1% | -3%
CCc1ccc(C2CC(c3ccc(C)cc3)Nc3nc(N)nn32)cc1 (centres undefined)
→ 8% | -11 | 11% | -4% | -5 | 3% | -17%
O=C(Cc1cccc(C(F)(F)F)c1)N1CCCC1
→ -13% | 3 | 39%[activator] | 24% | -7 | 10% | 3%

# Arranged by heavy-atom count (falling): some entries from above
# Fields: AMA1-RON2 inh | Shiga toxin inh | Pf growth 96h | Pf growth 48h | Cycloheximide cs | LmPK inh | TbPYK inhibitor
COc1cc(C(=S)N2CCN(C)CC2)ccc1OCC(=O)NCc1ccccc1
→ 9% | 16 | -10%[5.75 µM] | 2%[5.75 µM] | -3 | 3% | -2%
CCOC(=O)N1CCN(Cc2cc(=O)oc3cc4c(cc23)CCC4)CC1
→ -13% | -25 | 4.7µM* | ? | -1 | 1% | -7%
O=C(Nc1ccc2c(c1)OCO2)Nc1ccc2c(c1)OCO2
→ -3% | 75* | 48%[activator] | 63%[activator] | 29* | -1% | -6%
